# Screens deposited in PubChem by National Center for Advancing Translational Sciences (NCATS).
# GoLoco inh red – qHTS Assay for Inhibitors of RGS12 GoLoco Motif Activity (Red Fluorophore) | Guanine nucleotide-binding protein G(i) subunit alpha-1 (Homo sapiens), P63096 | Gai1:RGS12 GoLoco peptide FP, rhodamine, 10 min | Potency, µM (top dose mostly 61.6 µM), for the others: at the highest dose activity, negative = inhibition, actives largely listed as inhibitors | 230,000 compounds, 0.44% hits; active means well fitted inhibition curve with a large enough effect, not every such curve was filed as active; inactive means no such curve, though single readings can be large or run the other way; further: nearly all actives have a fitted effect of over 30% in size; many of its hits are not listed in these tables
# TRb SRC2 PPI – qHTS for Inhibitors of the Interaction of Thyroid Hormone Receptor and Steroid Receptor Coregulator 2; TRbeta-SRC2 peptide binding, fluorescence polarization; receptor liganded with 1 µM T3; Thyroid hormone receptor beta (Homo sapiens), P10828; Potency, µM (titrated, usually from 106 µM), without a hit: at the top dose activity change, negative = inhibition, actives largely listed as inhibitors; AID 1469, 2008; 280,000 compounds, 0.065% hits;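 further: plate controls were bound peptide for no effect and peptide without receptor for full effect; nearly all actives have a fitted effect of over 50% in size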
# Target sequence (P10828 whole entry, looked up): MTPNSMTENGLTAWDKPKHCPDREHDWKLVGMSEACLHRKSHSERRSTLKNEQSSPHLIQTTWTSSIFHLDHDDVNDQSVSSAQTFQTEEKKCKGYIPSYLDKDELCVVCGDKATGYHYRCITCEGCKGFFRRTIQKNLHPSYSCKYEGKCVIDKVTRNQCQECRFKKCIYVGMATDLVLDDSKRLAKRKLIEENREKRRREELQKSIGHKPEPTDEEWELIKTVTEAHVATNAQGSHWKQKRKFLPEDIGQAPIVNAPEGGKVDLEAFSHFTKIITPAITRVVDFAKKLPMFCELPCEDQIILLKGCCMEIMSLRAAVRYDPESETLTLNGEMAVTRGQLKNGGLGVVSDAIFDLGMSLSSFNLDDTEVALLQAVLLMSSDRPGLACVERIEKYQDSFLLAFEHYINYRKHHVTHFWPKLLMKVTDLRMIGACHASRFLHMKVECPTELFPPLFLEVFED
#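 Binding of a 20-amino-acid Texas Red SRC2 peptide (20 nM) to TRb ligand-binding domain (0.6 uM) with agonist T3 at 1 uM was followed by fluorescence polarization after a 5 hr room-temperature incubation.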
# RECQ1 inh – qHTS Assay for Inhibitors of RecQ-Like Dna Helicase 1 (RECQ1); 240,000 compounds, 0.54% hits; Potency, µM (doses to about 57.3 µM), without a hit: top-dose activity, negative = inhibition, actives largely listed as inhibitors; ATP-dependent DNA helicase Q1 (Homo sapiens), P46063; RECQ1 DNA unwinding, red fluorescence kinetic read;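 further: plate controls were vehicle for no effect and no enzyme for full effect; nearly all actives have a fitted effect of over 30% in size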
#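 RECQ1T1 50 nM; forked duplex (20 bp + 30-nt ss tails) 200 nM, ATP 2 mM final; pH 8.0, 2 mM MgCl2, 2.5 ug/ml poly(dI-dC); 15 min compound preincubation; discontinuous kinetic read over 2 h at RT.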
# Tau fibril FP – qHTS for Inhibitors of Tau Fibril Formation, Fluorescence Polarization; 280,000 compounds, 0.39% hits; Potency, µM (series often up to 57.7 µM), for the others: top-dose activity, negative = inhibition, hits mostly inhibitors; Microtubule-associated protein tau (Homo sapiens), P10636; K18 P301L tau heparin fibrillization, Alexa594 FP, 6 h; further: nearly all actives have a fitted effect of over 55% in size
# Target sequence (P10636 561-689 P618L limits assumed): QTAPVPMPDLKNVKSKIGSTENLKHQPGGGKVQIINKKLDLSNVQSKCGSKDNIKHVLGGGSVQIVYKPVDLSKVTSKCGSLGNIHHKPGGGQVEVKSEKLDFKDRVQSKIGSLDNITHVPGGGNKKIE
#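 Compound effects on tau fibrillization are measured by Alexa 594 fluorescence polarization (ex 555, em 632 nm). K18 P301L tau is used at 15 uM with 0.24 uM labeled tracer, and 20 uM heparin induces aggregation over 6 hr at 37 C.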
# TexasRed fluor – Total Fluorescence Counterscreen for Inhibitors of the Interaction of Thyroid Hormone Receptor and Steroid Receptor Coregulator 2; TRb/SRC2 Texas Red total fluorescence interference; Potency, µM (series often up to 106 µM), without a hit: at the top dose fluorescence change, negative = quenching; 280,000 compounds, 0.29% hits; active means well fitted curve in either direction with a large enough effect; inconclusive means small, poorly fitted or top-dose-only effect
#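 Human TRβ ligand-binding domain (0.6 uM) and Texas Red SRC2 peptide (20 nM) in Tris buffer with 1 uM T3 and 5% DMSO were incubated with pinned compound for 5 hr at ambient temperature. Total fluorescence was computed as S + 2P (555/632 nm).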
# JMJD2E inh – qHTS Assay for Inhibitors of Human Jumonji Domain Containing 2E (JMJD2E); Lysine-specific demethylase 4E (Homo sapiens), B2RXH2; AID 2147, 2009; Potency, µM (highest dose often 57.1 µM), for the others: at the highest dose activity change, negative = inhibition, most hits filed as inhibitors; JMJD2E catalytic domain, FDH-coupled NADH fluorescence (FDH is formaldehyde dehydrogenase); 230,000 compounds, 1.6% hits; active means well fitted inhibition curve with a large enough effect, not every such curve was filed as active; inconclusive means small, poorly fitted or top-dose-only effect, or another doubt; inactive means no such curve, though single readings can be large or run the other way;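 further: 0% = wells with enzyme and -100% = buffer wells without enzyme; nearly all actives have a fitted effect of over 50% in size; many of its hits are not listed in these tables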
# Target sequence (B2RXH2 1-337 limits assumed): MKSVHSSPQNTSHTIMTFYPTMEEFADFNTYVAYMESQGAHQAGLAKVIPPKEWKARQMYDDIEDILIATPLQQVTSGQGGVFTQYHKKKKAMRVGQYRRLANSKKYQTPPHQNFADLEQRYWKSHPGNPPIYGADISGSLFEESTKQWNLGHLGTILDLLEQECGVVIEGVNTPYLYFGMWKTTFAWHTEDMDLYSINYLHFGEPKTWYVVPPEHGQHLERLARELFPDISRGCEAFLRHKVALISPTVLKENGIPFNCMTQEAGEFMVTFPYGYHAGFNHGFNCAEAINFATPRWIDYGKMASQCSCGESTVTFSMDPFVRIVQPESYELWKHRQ
# L3MBTL1 inh – qHTS Assay for the Inhibitors of L3MBTL1; Lethal(3)malignant brain tumor-like protein 1 (Homo sapiens), Q9Y468; AlphaScreen L3MBTL1–H3K9me1 peptide binding; Potency, µM (doses to about 57.1 µM), for inactives: at the highest dose activity, negative = inhibition, most hits filed as inhibitors; 230,000 compounds, 0.66% hits; further: nearly all actives have a fitted effect of over 60% in size
#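 L3MBTL1 50 nM + b-AHA-H3(1-15)K9me1 75 nM, 30 min RT; compound added, 30 min RT; streptavidin donor/Ni-chelate acceptor beads 10 ug/mL each final, 30 min RT dark; AlphaScreen read.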
# Tau fibril ThT – qHTS for Inhibitors of Tau Fibril Formation, Thioflavin T Binding; Microtubule-associated protein tau (Homo sapiens), P10636; Potency, µM (series often up to 57.4 µM), for the others: at the top dose activity, negative = inhibition, actives largely listed as inhibitors; 270,000 compounds, 2.1% hits; AID 1460, 2008; recombinant tau K18 P301L (four-repeat tau fragment), heparin-induced fibrillization, ThT fluorescence; further: nearly all actives have a fitted effect of over 55% in size
#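 Tau K18 P301L fragment (15 uM unlabeled plus 0.24 uM Alexa 594-labeled) in 100 mM sodium acetate pH 7 with compound, fibrillization induced by 20 uM heparin for 6 hr at 37 C. Thioflavin T (30 uM) added, fluorescence read after 1 hr (ex 450, em 510 nm).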
# * marks the source's active call; other numbers are inactive results; i = inactive; ? = inconclusive; . = no result given; & = joins results of further samples; [ ] = remark or other dose. Unless noted, the call rests on the fitted dose curve; in most records, active means well fitted curve in the direction sought with a large enough effect; inconclusive means small, poorly fitted or top-dose-only effect, or another doubt; inactive means no such curve, though single readings can be large; an effect the other way counts as inactive or inconclusive. Unless noted, on the % scale 0 is the no-effect control and ±100 the full control effect; potency means the concentration at half of the fitted maximal effect. The list is partial; count on the stated rates, not on these rows.
Structure | GoLoco inh red | TRb SRC2 PPI | RECQ1 inh | Tau fibril FP | TexasRed fluor | JMJD2E inh | L3MBTL1 inh | Tau fibril ThT
COc1ccc(OC)c(C(=O)COC(=O)CNC(=O)c2ccccc2)c1 | 13% | -2% | -1% | -2% | 3% | -1% | 0% | 0%
CCc1c(C)[nH]n(-c2nc(-c3ccccc3)cs2)c1=O | 6% | 10% | -9% | -5% | -2% | -4% | . | ?
CCOc1cc2[nH]c(=O)n(Cc3ccc(C(=O)NCCN(CC)CC)cc3)c(=O)c2cc1OCC | . | -7% | . | 2% | 0% | . | . | 6%
O=C(Cc1ccc(Cl)cc1)Nc1ccc2nn(-c3ccc(Cl)cc3)nc2c1 | . | -1% | . | -11% | -3% | . | . | -1%
NC(=O)C1CCCN(S(=O)(=O)c2ccccc2)C1 (centres undefined) | 2% | 7% | i | -11% | -2% | 1% | . | -3%
COC(=O)CCCOc1ccc(Cl)cc1Cl | 1% | -1% | -4% | ? | 3% | 6% | . | -1%
O=C(NC(=S)Nc1ccc2oc(=O)ccc2c1)c1ccc(-c2cccc(Cl)c2Cl)o1 | 0% | -3%[53 µM] | -10% | 5% | -2%[53 µM] | -2% | 1% | 8%
Oc1c(I)cc(I)c2cccnc12 | 9%&-52% | -9%&-7% | -3%&-1% | 0%&-10% | -2%&-2% | 14µM* | -7% | -17%&-21%
CCn1nc(C)c(C(=O)Nc2cc(Oc3ccc(Cl)cc3)cc([N+](=O)[O-])c2)c1C | -9% | 8% | -18% | 9% | -3% | 5% | . | ?
CN(Cc1ccccc1)C(=O)c1ccc2c(c1)N(Cc1ccccc1Cl)C(=O)c1ccccc1S2 | . | 2% | . | -3% | 1% | . | . | -10%
O=C(Cn1nnc(-c2ccccc2Cl)n1)N/N=C/c1ccc(-c2cccc(Cl)c2)o1 | 7% | -13% | -1% | -18% | -2% | ? | 6% | -8%
CCOC(=O)C1=C(C)Nc2nnnn2C1c1ccccc1Cl (centres undefined) | 4% | -7% | i | -7% | 1% | -20% | 4% | 3%

# Whole records, quoted from the list:
# COC(=O)CCCOc1ccc(Cl)cc1Cl in the list: GoLoco inh red = 1%; TRb SRC2 PPI = -1%; RECQ1 inh = -4%; Tau fibril FP = ?; TexasRed fluor = 3%; JMJD2E inh = 6%; L3MBTL1 inh = .; Tau fibril ThT = -1%
# Oc1c(I)cc(I)c2cccnc12 in the list: GoLoco inh red = 9%&-52%; TRb SRC2 PPI = -9%&-7%; RECQ1 inh = -3%&-1%; Tau fibril FP = 0%&-10%; TexasRed fluor = -2%&-2%; JMJD2E inh = 14µM*; L3MBTL1 inh = -7%; Tau fibril ThT = -17%&-21%

# Next structures follow:
Structure | GoLoco inh red | TRb SRC2 PPI | RECQ1 inh | Tau fibril FP | TexasRed fluor | JMJD2E inh | L3MBTL1 inh | Tau fibril ThT
Cc1ccccc1-c1nc(CN2CCC(C(=O)NCCc3ccccc3)CC2)c(C)o1 | . | -2% | . | 0% | -6% | . | . | -5%
O=C(NN1C(=O)C2C(c3ccccc3)C=CC(c3ccccc3)C2C1=O)c1cccc(Br)c1 (centres undefined) | -1% | -2% | 3% | -8% | -3% | -27% | 11% | ?
COc1ccc(NC(=O)COC(=O)C(CC(C)C)N2C(=O)C3CC=CCC3C2=O)cc1Cl (centres undefined) | 50%[activator] | 0% | 1% | -7% | -3% | 3% | -15% | -4%
COc1cc2c(CCNC(C)=O)c[nH]c2cc1Cl | 9%&-3%&2% | 3%&1%&2% | -7%&-6% | 0%&-7%&-3% | -2%&-3%&-2% | -5%&10% | 7% | -11%&-6%&-13%
O=c1[nH]cnc2sc3c(c12)CCC3 | 5% | -5% | 10% | 0% | 0% | -2% | -1% | -13%
CC(C)CNC(=O)c1ccc(Cl)c(NC(=O)COc2ccccc2)c1 | 12% | -2% | 9% | 20% | -5% | -14% | -11% | -4%
O=C(CCl)N(c1ccccc1)c1ccccc1 | 5% | -13% | i | 8% | -7% | -6% | 2% | -15%
CCOC(=O)N1CCN(c2cc(=O)n(-c3ccccc3C)c(=O)[nH]2)CC1 | -2% | -2% | -1% | 7% | 0% | 7% | . | -14%
COc1ccc(OC)c(NC(=O)Cn2ccn(-c3ccc(OC)c(OC)c3)c(=O)c2=O)c1 | . | -5% | . | -6% | -4% | . | . | -1%
CN(C1CCS(=O)(=O)C1)S(=O)(=O)c1ccc(N2CCCC2=O)cc1 (centres undefined) | 4% | -1% | -4% | -9% | -6% | 4% | . | -2%
O=[N+]([O-])c1cccc(N/N=C/c2cc([N+](=O)[O-])ccc2O)c1 | -3% | 11% | -7% | 4% | -5% | 2% | -9% | ?
Cc1csc(NC(=O)CCc2c(C)nc3cc(-c4cccc(F)c4)nn3c2C)n1 | 13% | -1% | -15% | -6% | -1% | ? | 6% | ?
O=C(CN1C2=NCCN2c2ccccc21)N1CCOCC1 | 2% | -2% | 13% | -1% | -1% | -1% | . | -1%

# Quoted from the entries so far for reference:
Structure | GoLoco inh red | TRb SRC2 PPI | RECQ1 inh | Tau fibril FP | TexasRed fluor | JMJD2E inh | L3MBTL1 inh | Tau fibril ThT
CN(Cc1ccccc1)C(=O)c1ccc2c(c1)N(Cc1ccccc1Cl)C(=O)c1ccccc1S2 | . | 2% | . | -3% | 1% | . | . | -10%
O=C(Cn1nnc(-c2ccccc2Cl)n1)N/N=C/c1ccc(-c2cccc(Cl)c2)o1 | 7% | -13% | -1% | -18% | -2% | ? | 6% | -8%
CCOC(=O)C1=C(C)Nc2nnnn2C1c1ccccc1Cl (centres undefined) | 4% | -7% | i | -7% | 1% | -20% | 4% | 3%
Cc1ccccc1-c1nc(CN2CCC(C(=O)NCCc3ccccc3)CC2)c(C)o1 | . | -2% | . | 0% | -6% | . | . | -5%
O=C(NN1C(=O)C2C(c3ccccc3)C=CC(c3ccccc3)C2C1=O)c1cccc(Br)c1 (centres undefined) | -1% | -2% | 3% | -8% | -3% | -27% | 11% | ?
COc1ccc(NC(=O)COC(=O)C(CC(C)C)N2C(=O)C3CC=CCC3C2=O)cc1Cl (centres undefined) | 50%[activator] | 0% | 1% | -7% | -3% | 3% | -15% | -4%
COc1cc2c(CCNC(C)=O)c[nH]c2cc1Cl | 9%&-3%&2% | 3%&1%&2% | -7%&-6% | 0%&-7%&-3% | -2%&-3%&-2% | -5%&10% | 7% | -11%&-6%&-13%
O=c1[nH]cnc2sc3c(c12)CCC3 | 5% | -5% | 10% | 0% | 0% | -2% | -1% | -13%
CC(C)CNC(=O)c1ccc(Cl)c(NC(=O)COc2ccccc2)c1 | 12% | -2% | 9% | 20% | -5% | -14% | -11% | -4%
O=C(CCl)N(c1ccccc1)c1ccccc1 | 5% | -13% | i | 8% | -7% | -6% | 2% | -15%
CCOC(=O)N1CCN(c2cc(=O)n(-c3ccccc3C)c(=O)[nH]2)CC1 | -2% | -2% | -1% | 7% | 0% | 7% | . | -14%
COc1ccc(OC)c(NC(=O)Cn2ccn(-c3ccc(OC)c(OC)c3)c(=O)c2=O)c1 | . | -5% | . | -6% | -4% | . | . | -1%
CN(C1CCS(=O)(=O)C1)S(=O)(=O)c1ccc(N2CCCC2=O)cc1 (centres undefined) | 4% | -1% | -4% | -9% | -6% | 4% | . | -2%
